Source: PubChem BioAssay
hcDAF-12 act = activators of H. contortus DAF-12 nuclear receptor; HEK293 hcDAF-12 lit1-tk-luc reporter, luminescence; 0% DMSO, 100% Δ7-dafachronic acid; activation, % at 6.8 µM; 370,000 tested, 1.4% active;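 active = activation above the mean of all tested compounds plus 3 SD, cut at about 5.5% in these data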;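 note: 100% = response to 3 µM Δ7-dafachronic acid high control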
ssDAF12 agonist = activates DAF-12 receptor from parasite S. stercoralis; 370,000 tested, 1% active; HEK293 ssDAF-12/GRIP1 lit1-tk-luc reporter, luminescence; % of 3 µM dafachronic acid response; activation, % at 6.8 µM;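 active = activation above the mean over all tested compounds plus 3 SD, cut at about 0.9% in these data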;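 note: 0% = DMSO-only wells and 100% = 3 µM delta7-dafachronic acid wells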
FXN GAA850 act = frataxin GAA850 promoter activation; 360,000 tested, 0.56% active; HEK293 lucGAA850 FXN promoter luciferase reporter, 24 h; percent of 10 µM SAHA response; activation, % at 6 µM; AID 540364;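 active = activation above the average of all compounds screened plus 3 SD, cutoff fixed separately per campaign, cut at about 7.5% in these data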;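 note: 0% = DMSO wells and 100% = 10 µM SAHA wells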
sPLA2-III inh = Inhibits HGIII-sPLA2 liposome hydrolysis, primary screen; Q9NZ20; QFRET BODIPY PC-A2 liposome hydrolysis, fluorescence; inhibition, % at 12.2 µM; 370,000 tested, 0.56% active;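 active = inhibition above mean plus 3 SD of compounds lying within the high and low control bounds, cut at about 19% in these data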;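 note: 0% = median of test compound wells and 100% = no enzyme DMSO wells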
PLCg1 inh = inhibitors of human phospholipase C gamma1; purified PLC-gamma1, fluorogenic substrate, fluorescence; inhibition, % at 12.2 µM; 370,000 tested, 0.84% active; AID 720700; in the data active = inhibition above about 9.5%
Target sequence (P19174 whole entry, looked up): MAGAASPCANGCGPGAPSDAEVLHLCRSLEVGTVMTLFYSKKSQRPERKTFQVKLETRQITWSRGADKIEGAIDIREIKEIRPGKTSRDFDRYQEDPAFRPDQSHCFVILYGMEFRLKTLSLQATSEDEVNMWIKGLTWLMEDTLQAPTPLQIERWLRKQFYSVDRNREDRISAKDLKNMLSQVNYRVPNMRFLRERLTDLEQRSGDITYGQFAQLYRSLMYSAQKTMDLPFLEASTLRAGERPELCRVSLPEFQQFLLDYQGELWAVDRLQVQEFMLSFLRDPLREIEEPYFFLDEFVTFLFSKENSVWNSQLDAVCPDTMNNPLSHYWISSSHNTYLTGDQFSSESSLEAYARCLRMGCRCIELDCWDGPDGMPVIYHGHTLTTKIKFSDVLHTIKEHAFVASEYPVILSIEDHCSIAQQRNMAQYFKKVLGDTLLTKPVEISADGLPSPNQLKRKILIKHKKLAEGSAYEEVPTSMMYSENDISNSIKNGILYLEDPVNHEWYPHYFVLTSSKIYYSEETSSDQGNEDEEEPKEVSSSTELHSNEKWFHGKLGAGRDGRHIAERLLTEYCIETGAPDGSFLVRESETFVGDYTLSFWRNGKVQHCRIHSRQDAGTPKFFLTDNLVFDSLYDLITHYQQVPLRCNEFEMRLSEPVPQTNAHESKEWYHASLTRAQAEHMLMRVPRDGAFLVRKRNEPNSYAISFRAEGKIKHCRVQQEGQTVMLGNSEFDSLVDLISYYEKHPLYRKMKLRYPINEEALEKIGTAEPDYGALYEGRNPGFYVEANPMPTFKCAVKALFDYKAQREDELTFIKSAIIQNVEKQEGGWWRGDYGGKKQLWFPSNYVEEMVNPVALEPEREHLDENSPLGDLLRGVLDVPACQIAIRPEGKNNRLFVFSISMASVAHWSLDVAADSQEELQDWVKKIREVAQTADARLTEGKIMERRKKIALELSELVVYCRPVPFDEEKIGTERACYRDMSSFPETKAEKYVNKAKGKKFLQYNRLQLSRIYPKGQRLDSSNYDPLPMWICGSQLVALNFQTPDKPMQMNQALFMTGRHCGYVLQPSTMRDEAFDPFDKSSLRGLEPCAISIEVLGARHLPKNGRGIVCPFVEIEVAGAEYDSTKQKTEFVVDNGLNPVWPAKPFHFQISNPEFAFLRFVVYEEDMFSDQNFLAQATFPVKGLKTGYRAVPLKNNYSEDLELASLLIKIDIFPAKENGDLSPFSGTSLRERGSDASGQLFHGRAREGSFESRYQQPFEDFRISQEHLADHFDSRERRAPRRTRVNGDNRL
ADAM10 inh = inhibitors of human ADAM10 | O14672 | inhibition, % at 7 µM | recombinant ADAM10, EDANS/DABCYL FRET peptide cleavage, 3 h | 370,000 tested, 0.62% active | AID 720582;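 active = inhibition above a per-campaign cutoff equal to the mean of compounds falling between control-based bounds plus 3 SD, cut at about 20% in these data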;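 note: 0% = DMSO wells while the 100% control is not disclosed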
DAX1 inh-1 = inhibitors of human orphan nuclear receptor DAX1 (NR0B1); P51843; HEK293 Gal4-DAX1 luciferase reporter, luminescence; inhibition, % at 6.75 µM; 340,000 tested, 0.99% active; AID 504766;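 active = inhibition above the mean over all tested compounds plus 3 SD, cut at about 4.2% in these data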;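 note: 0% = DAX1-transfected cells with DMSO and 100% = empty-vector control cells with DMSO; inhibition shows as a rise in luminescence from relieved DAX1 repression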
DAX1 inh-2 = inhibitors of DAX1 repression of SF-1 activated StAR promoter; 370,000 tested, 1.1% active; inhibition, % at 6.8 µM; HEK293T StAR-luciferase reporter, SF-1/DAX-1 repression relief; AID 652010;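 active = inhibition above the mean over all tested compounds plus 3 SD, cut at about 3.6% in these data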;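 note: 0% = DAX-1 cells with DMSO and 100% = cells lacking DAX-1 with DMSO; higher inhibition means more luminescence from relief of DAX-1 repression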
ADAM17 inh = ADAM17 inhibition, QFRET primary screen; inhibition, % at 6.95 µM; recombinant ADAM17, EDANS/DABCYL FRET peptide cleavage; 370,000 tested, 0.83% active; AID 720648;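 active = inhibition above the mean of compounds lying between control limits plus 3 SD, set per campaign, cut at about 8.5% in these data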;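 note: 0% = DMSO-only wells as the low control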
hgDAF-12 ag = agonists of H. glycines DAF-12 nuclear receptor | HEK293 GAL4-hgDAF12 UAS-luciferase reporter, agonist luminescence; normalized to butyrate control | activation, % at 6.8 µM | 370,000 tested, 1.8% active;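 active = activation above a cutoff set at the mean of all screened compounds plus 3 SD, cut at about 10% in these data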;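 note: 0% = DMSO wells and 100% = sodium butyrate wells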
PLC-beta3 inh = PLC-beta3 (human) inhibition, primary screen | Purified PLC-beta3, fluorogenic substrate, fluorescence | 370,000 tested, 0.18% active | inhibition, % at 12.2 µM; in the data active = inhibition above about 11%;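 note: 0% = median of compound wells on plate and 100% = full blocker control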
An asterisk follows results filed as active; i = inactive; nt = not tested or not shown.

Compound	ADAM17 inh	sPLA2-III inh	FXN GAA850 act	hcDAF-12 act	DAX1 inh-1	ADAM10 inh	ssDAF12 agonist	PLCg1 inh	hgDAF-12 ag	PLC-beta3 inh	DAX1 inh-2
O=C1NC(=Nc2ccccc2Br)SC1(CO)CO	-1	0	-0.8	-2.7	1.1	-1	-1.5	1	-0.4	-6	-0.3
CC(=O)N1CCC(N(CCN2CCOCC2)C(=S)Nc2ccc(C)cc2)CC1	-5	2	1.1	0.2	1.1	-2	-1.4	0	2.0	-6	0.6
Cc1noc(C)c1NC(=O)N(C)C[C@H]1Oc2ccc(NC(=O)CCN3CCOCC3)cc2C(=O)N([C@H](C)CO)C[C@@H]1C	-6	4	-1.0	1.7	0.3	-13	-1.2	-5	1.7	-6	-0.3
CCOc1ccc(NC(=O)c2ccccc2NC(=O)CN2CCN(C(C)=O)CC2)cc1	-4	-2	0.1	-0.9	-0.5	-8	-1.2	1	-1.6	-2	-1.0
CC(C)n1c(=S)[nH]c2scc(-c3cccs3)c2c1=O	4	23*	3.8	0.2	-0.8	10	-0.2	-3	0.5	-13	0.0
Cc1cccc(-c2ccc3c(c2)[C@@H]2C[C@H]4[C@@H](CN2CC3)[C@H](C)ON4C)c1	-4	2	nt	0.1	nt	-16	-0.5	-5	0.1	-5	-0.4
Cc1ccc(-c2csc3ncnc(SCC(N)=O)c23)cc1	1	15	1.6	-1.9	-0.2	5	-2.2	-2	-1.7	-4	-0.8
O=C(CSC(=S)N1CCCC1)Nc1ncc(Cl)cc1Cl	-1	11	2.6	-1.1	-1.4	-9	-1.1	5	-0.4	-5	1.7
O=c1c2ccccc2nc(SCc2ccc([N+](=O)[O-])cc2)n1CCCO	0	8	6.5	-1.5	-2.0	-2	-1.2	-2	-4.6	-3	-0.5
CCN(C(C)=O)c1nc(CCl)cs1	-6	7	2.0	1.6	0.4	0	-1.4	-2	-0.1	-8	0.7
COc1ccccc1NS(=O)(=O)c1ccc(C(=O)NCc2ccco2)cc1	2	-6	0.5	-0.6	-0.4	0	-1.8	0	0.9	-6	0.5
Cc1ccc(N2C(=O)N(CC(=O)Nc3cc(C)cc(C)c3)C(=O)C2C)cc1 (stereo unspecified)	-1	-27	0.7	-1.9	-1.6	-2	-2.0	1	-2.4	-8	0.0
COc1ccc(OCCOc2ccccc2[N+](=O)[O-])cc1	3	-4	4.5	0.6	0.6	3	1.2*	4	8.5	3	1.6
CC(=O)OC(C)C[N+](C)(C)C (stereo unspecified)	-2	-1	3.6	-0.1	1.0	7	-1.2	1	-2.3	0	-0.1
O=C1OC(CC(=O)N(Cc2nnc(-c3ccc(Cl)cc3)o2)C2CC2)c2ccccc21 (stereo unspecified)	-4	3	0.1	-1.4	-0.7	-11	-1.2	1	-1.3	-8	-0.1
Cc1ccc(C(C)C)c(OCC(=O)N/N=C2\CC(=O)CC(C)(C)C2)c1	-4	4	0.5	-0.8	-0.9	-1	-0.9	-16	-1.9	-29	0.9
COc1ccc(N(C(=O)c2cccnc2)S(=O)(=O)c2cccs2)cc1	-2	-3	-2.2	-1.4	-1.1	5	-1.5	3	-2.3	3	-0.2
CCOC(=O)Nc1cc2c(C)cc(=O)oc2cc1C	-131	17	-1.9	-1.8	2.3	-432	-1.7	-181	0.2	-225	-0.8
Cc1cccc(-c2noc(CN(C(=O)C(c3ccccc3)c3ccccc3)C(C)C)n2)c1	4	-14	-4.3	-1.2	-0.8	1	-1.8	1	0.8	2	-0.3
Fc1cc(F)cc(-c2oncc2-c2nnnn2-c2ccccc2)c1	-3	-9	-0.2	-2.1	0.6	-5	-1.1	-2	0.1	-3	-0.2
COc1ccccc1N1CCN(S(=O)(=O)c2ccccc2F)CC1	0	3	0.7	-0.2	-0.6	2	-1.6	2	-1.4	2	-0.3
O=C(Cn1nnc(-c2ccc3c(c2)OCO3)n1)N1CCOCC1	-3	-2	1.4	0.5	0.7	4	-0.8	3	-0.2	-1	0.2
O=P(c1ccccc1)(c1ccccc1)C(c1ccco1)N1CCOCC1 (stereo unspecified)	1	4	0.6	-0.1	0.8	1	-0.5	1	-1.5	5	-0.3
Cc1ccc(S(=O)(=O)N(C)C)cc1-n1c(SCC(=O)Nc2ccc(F)cc2)nc2ccccc2c1=O	8	-16	-0.3	-1.4	-0.6	6	-1.7	2	-0.5	8	-0.3
CC(C)CCN1CCC(CN2C(=O)C(=O)NC[C@@H]2CC(C)C)CC1	-4	3	nt	-1.0	nt	-9	-1.0	0	1.1	0	-1.3
CC(C)(C)c1ccc(OCCCC(=O)N2CCOCC2)cc1	-2	12	7.2	-1.2	-1.2	-3	-0.8	0	-1.5	-4	-0.1
COCOCCn1cc(CN2CCS(=O)(=O)N(Cc3ccc(-c4cccc(N(C)C)c4)cc3)C(CC(C)C)C2=O)nn1 (stereo unspecified)	-6	-4	0.6	-3.0	2.2	-23	-1.4	-7	-0.9	-8	2.0
C#Cc1ccc([C@@H]2C=C(C(=O)N3CCOCC3)O[C@H](OCC)[C@H]2CCCO)cc1	-1	-2	0.0	-1.8	-0.5	7	-1.1	-1	1.3	2	-0.3
CCc1c(C(C)S(=O)(=O)c2ccc(C)cc2)[nH]c(=O)n1-c1ccc(OC(F)(F)F)cc1 (stereo unspecified)	-1	-5	-1.0	1.0	0.5	3	-1.3	-1	-0.3	0	-0.3
Cc1ccc(/C(O)=C2\C(=O)C(=O)N(C)C2c2ccc([N+](=O)[O-])cc2)cc1 (stereo unspecified)	-1	-5	-0.1	-0.1	0.1	3	-1.3	2	-0.8	-1	0.0
CCOC(=O)C(C(C)=O)=C1SC2CS(=O)(=O)CC2S1 (stereo unspecified)	-4	-2	0.1	0.3	0.1	0	-1.4	0	0.2	4	0.4
COc1ccc(-c2oc3ccccc3c2C(=O)OCc2ccccc2)cc1	-118	-6	2.9	2.8	0.2	i	-0.1	-183	4.7	-273	0.2
N=C1c2ccccc2CN1NC(=O)c1cccc(S(=O)(=O)N2CCOCC2)c1	-3	10	-0.9	-1.0	1.7	7	-1.0	3	-2.1	4	0.3
COc1ccc(CN2CC(=O)N3[C@H]4c5ccc(OC)cc5OC[C@@H]4[C@H](c4ccccc4)[C@]3(C)C2=O)cc1	3	-6	-0.2	-1.8	-0.7	12	-1.6	3	-1.5	4	0.0
CN1CCn2cnc(C(=O)N[C@@H](Cc3ccccc3)C(=O)OC(C)(C)C)c2C1=O	-3	1	-1.2	-0.6	3.3	-3	-1.2	1	1.7	4	-1.9
CCCn1c(NC(=O)c2ccc(Cl)c(S(=O)(=O)N3CCCC3)c2)nc2ccccc21	-5	8	-0.7	-4.8	-2.8	-52	-2.7	-136	-5.6	-158	-2.5
Cc1ccc(-c2nnc(SCC(=O)Nc3ccc(S(=O)(=O)N4CCCCCC4)cc3)o2)cc1	-5	0	2.2	-1.9	1.8	1	-0.9	-2	0.2	-2	-0.3
CCOc1ccc(NS(=O)(=O)c2ccc(C(=O)NCC3(N(C)C)CCCCC3)cc2)cc1	1	-12	-1.5	-0.4	0.7	3	-1.5	-1	1.4	2	3.6
COc1ccccc1CNCCS(=O)(=O)NN1CCOCC1	-2	5	0.8	-1.2	-0.2	1	-1.1	3	2.8	6	0.5
O=C(O)CCCCNCc1ccccc1	0	2	1.7	-0.2	0.1	9	-0.1	3	2.2	5	0.2
CC(=O)C1CCC2C3CC(C)=C4CC(O)CCC4(C)C3CCC12C (stereo unspecified)	-6	-9	3.5	-3.7	-0.5	-5	-1.5	4	-1.2	-3	-1.4
CS(=O)(=O)N1CCN(C2C3CC4CC(C3)CC2C4)CC1 (stereo unspecified)	-3	-4	1.4	-0.6	1.8	-5	-1.0	1	-0.8	-1	1.0
CC(C)(C)c1ccc(C2C(C#N)=C(N)Oc3n[nH]c(-c4cccnc4)c32)cc1 (stereo unspecified)	-1	-7	-1.9	-0.5	0.1	-1	-0.7	2	0.2	-3	-0.2
O=c1c2nncn2c2cc(C(F)(F)F)ccc2n1CCNc1ncc(C(F)(F)F)cc1Cl	-5	1	0.8	0.3	-0.7	-7	-1.3	1	-1.3	-1	0.3
O=C(CSc1nnc(Cc2ccccc2)o1)Nc1ccc(Br)cn1	-1	-4	-0.8	-3.0	2.0	-4	-1.1	1	-0.1	3	-0.6
CC(C)C12CN3CC(C(C)C)(CN(C1)C31C(=O)Nc3ccccc31)C2=O (stereo unspecified)	-5	7	0.9	-0.4	-0.2	-14	-1.1	-2	-1.0	1	-0.6
CCOC(=O)CC1C(=O)NCCN1S(=O)(=O)c1ccc(OC)cc1 (stereo unspecified)	0	0	1.7	0.4	-1.1	4	-2.0	1	-1.6	2	0.7
Cc1cc(-c2nnc(CCC(=O)NC(C)(C)C34CC5CC(CC(C5)C3)C4)o2)no1	-2	-11	2.1	0.9	0.3	2	-1.5	-1	0.0	-5	-1.0
CCN(CC)S(=O)(=O)c1ccc(C(=O)Nc2cc(S(=O)(=O)N3CCOCC3)ccc2N2CCN(C)CC2)cc1	2	-9	0.7	1.5	0.1	-8	-1.2	5	1.1	-3	2.1
COc1ccc(NC(=S)NC(=O)/C=C/c2ccco2)cc1	7	-6	1.7	0.9	4.8*	11	-1.0	2	9.6	0	0.3
CCOC(=O)n1c(=O)n(Cc2ccc(Cl)c(Cl)c2)c2ccccc21	4	2	1.5	-1.4	-1.8	9	-0.1	1	-1.0	-2	-0.9
Clc1ccccc1NCSC1=NCCS1	-5	10	0.7	-2.6	0.2	-4	-1.2	1	-0.6	0	-0.4
COc1ccccc1-c1cc(C(=O)Nc2cccnc2Cl)no1	0	-2	0.2	-1.5	-1.3	10	-1.3	1	-1.1	0	-0.3
Cc1ccc(/C=N/Nc2nc3ccccc3s2)o1	2	-7	4.0	21*	1.4	-11	2.8*	-17	13*	-23	6.2*
Cc1cc(C)c(S(=O)(=O)N(C)Cc2cnn(C)c2)c(C)c1	-5	-5	0.9	-2.4	2.1	-7	-1.0	0	-2.9	1	-0.8
Cc1ccc(N2C(=O)CC(Sc3ccccc3C(=O)O)C2=O)cc1C (stereo unspecified)	-4	0	2.5	0.1	0.4	-4	-0.9	-2	-1.3	0	0.2
O=C(NCc1cccnc1)c1c(F)c(F)c(F)c(F)c1F	-6	5	2.0	-0.6	0.6	6	-1.4	-1	0.1	0	-0.1
